POLK inh: DNA polymerase kappa (human) inhibition; Q9UBT6; purified Pol kappa, fluorescent DNA synthesis assay, 10 min; Potency, µM (top dose mostly 107 µM), for the others: at the top dose activity, negative = inhibition, most hits filed as inhibitors; hit rate 0.53% among 400,000; note: potency is the fitted concentration of half-maximal effect; % is set by controls: 0 for no effect and ±100 for the full control effect
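Kinetic fluorescence readout at 0 and 10 min followed reaction start with substrate at 50 nM final. Beforehand, enzyme (10 nM Pol kappa) stood 15 min with compound at room temperature; buffer-only wells were negative controls.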
Tb PGK inh: T. brucei PGK inhibition | Potency, µM (doses to about 57.5 µM), without a hit: at the highest dose activity change, negative = inhibition, usual class: inhibitors | P07378 | hit rate 0.043% among 380,000 | PGK/GAPDH coupled, Kinase-Glo luminescence, 60 min; note: potency is the fitted concentration of half-maximal effect; % is set by controls: 0 for no effect and ±100 for the full control effect; nearly all actives have a fitted effect of over 60% in size
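Recombinant glycosomal PGK reaction used 1,3-bisphosphoglycerate generated in-well by GAPDH (100nM final) in 100mM TEA pH 7.6, 5mM MgCl2, 0.01% Tween-20. After 60 minutes at room temperature, ATP was read by Kinase-Glo Plus luminescence end-point.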
POLH inh: blocks human DNA polymerase eta activity; recombinant Pol eta, fluorescent DNA replication assay; Potency, µM (series often up to 114 µM), for inactives: at the top dose activity change, negative = inhibition, usual class: inhibitors; hit rate 1.2% among 390,000; note: potency is the fitted concentration of half-maximal effect; % is set by controls: 0 for no effect and ±100 for the full control effect
Target sequence (Q9Y253 whole entry, looked up): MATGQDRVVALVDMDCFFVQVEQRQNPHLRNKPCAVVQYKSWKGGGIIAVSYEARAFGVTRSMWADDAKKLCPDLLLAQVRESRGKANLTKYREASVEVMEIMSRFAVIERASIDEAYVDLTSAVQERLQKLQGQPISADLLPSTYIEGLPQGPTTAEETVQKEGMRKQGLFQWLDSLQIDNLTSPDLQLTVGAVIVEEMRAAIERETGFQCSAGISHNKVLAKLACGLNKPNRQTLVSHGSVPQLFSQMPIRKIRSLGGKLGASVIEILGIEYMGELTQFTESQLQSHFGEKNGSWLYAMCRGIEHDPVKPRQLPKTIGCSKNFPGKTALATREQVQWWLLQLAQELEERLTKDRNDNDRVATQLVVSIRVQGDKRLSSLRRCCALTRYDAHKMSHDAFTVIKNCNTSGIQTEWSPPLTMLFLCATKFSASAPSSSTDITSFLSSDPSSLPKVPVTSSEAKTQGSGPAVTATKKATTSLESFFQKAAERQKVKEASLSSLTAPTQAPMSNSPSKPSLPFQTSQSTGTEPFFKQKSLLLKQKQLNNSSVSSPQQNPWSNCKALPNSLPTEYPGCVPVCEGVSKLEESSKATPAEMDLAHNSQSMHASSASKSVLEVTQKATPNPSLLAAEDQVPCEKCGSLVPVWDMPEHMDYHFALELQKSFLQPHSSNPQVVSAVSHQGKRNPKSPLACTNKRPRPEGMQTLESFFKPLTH
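Fluorescent replication assay: 50 nM final substrate added after a 15 min room-temperature compound preincubation with 10 nM enzyme. Signal taken at 0 min and again at 10 min.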
Apoferritin bind: candidate novel general anesthetic via apoferritin binding; apoferritin/1-aminoanthracene competitive binding, fluorescence; P02791; Potency, µM (titrated, usually from 77.5 µM), for inactives: top-dose activity change, negative = displacement, actives largely listed as inhibitors; AID 485281; hit rate 0.074% among 350,000; note: potency is the fitted concentration of half-maximal effect; % is set by controls: 0 for no effect and ±100 for the full control effect; nearly all actives have a fitted effect of over 20% in size
Target sequence (P02791 2-175 limits assumed): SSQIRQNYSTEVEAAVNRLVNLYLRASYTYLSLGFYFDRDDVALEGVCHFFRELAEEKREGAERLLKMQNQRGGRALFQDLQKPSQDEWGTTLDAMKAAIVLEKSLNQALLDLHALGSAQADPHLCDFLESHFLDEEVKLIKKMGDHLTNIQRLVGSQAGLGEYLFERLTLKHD
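Read-out: endpoint 1-AMA fluorescence, excitation 380 nm and emission 535 nm, after compounds sit 10 min at room temperature with 10 uM horse-spleen apoferritin in 50% saturated 1-AMA/PBS. Values come from four-parameter Hill fits.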
RXFP1 antag: antagonists of human relaxin receptor RXFP1; activity change, negative = inhibition, % at 57.5 µM; hit rate 0.59% among 350,000; HEK293-RXFP1, relaxin-stimulated cAMP HTRF, 30 min; hits give low values; Q9HBX9;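 active = activity change of -60% or lower, but not beyond a set lower limit; inconclusive = change between -60% and -40%, or beyond the set limit; inactive = change above -40%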; note: % is set by controls: 0 for no effect and ±100 for the full control effect
POLI inh: inhibitors of human DNA polymerase iota; Q9UNA4; Pol iota fluorescent replication assay, 10 min; Potency, µM (highest dose often 115 µM), inactives show at the highest dose activity, negative = inhibition, actives largely listed as inhibitors; hit rate 1% among 390,000; AID 588590; note: potency is the fitted concentration of half-maximal effect
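Fluorescent replication assay read twice, at 0 min and 10 min after adding 50 nM (final) substrate. Enzyme (10 nM) and compounds were first incubated 15 min at room temperature; enzyme-free buffer wells were negative controls.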
BLM helicase inh: Bloom syndrome helicase (human) inhibition | P54132 | AID 2528 | hit rate 0.2% among 350,000 | Potency, µM (top dose mostly 56.1 µM), inactives show at the highest dose activity change, negative = inhibition, hits mostly inhibitors | recombinant BLM DNA unwinding, fluorescence dequenching;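 note: potency is the fitted concentration of half-maximal effect; plate controls were vehicle for no effect and no enzyme for full effect; nearly all actives have a fitted effect of over 35% in size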
POLB inh: inhibitors of human DNA polymerase beta. AID 485314. Pol beta primer extension/strand displacement, fluorescence kinetic. Potency, µM (highest dose often 114 µM), without a hit: at the highest dose activity change, negative = inhibition, most hits filed as inhibitors. P06746. hit rate 1.3% among 340,000; note: potency is the fitted concentration of half-maximal effect; % is set by controls: 0 for no effect and ±100 for the full control effect
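Homogeneous kinetic assay of primer extension and strand displacement by 10 nM Pol beta, preincubated 15 min at room temperature with compound before 50 nM substrate (final) was added. Read at 0 and 10 min; four-parameter Hill fit.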
APEX1 inh: inhibitors of human APE1 endonuclease; P27695; AID 2517; recombinant APE1, TAMRA/BHQ-2 abasic DNA cleavage fluorescence; hit rate 0.35% among 350,000; Potency, µM (doses to about 65.8 µM), for inactives: at the top dose activity change, negative = inhibition, hits mostly inhibitors;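 note: potency is the fitted concentration of half-maximal effect; plate controls were vehicle for no effect and reference inhibitor for full effect; nearly all actives have a fitted effect of over 55% in size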
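Measures dequenching upon AP-site incision of a 5'-TAMRA/3'-BHQ-2 THF-containing duplex, 50 nM; human APE1 0.75 nM after 15 min room-temperature exposure to compound; kinetic three-point read at one-minute spacing.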
* marks the source's active call; other numbers are inactive results; i = inactive; ? = inconclusive; / = no result given; & = joins results of further samples; [ ] = remark or other dose. Unless noted, calls come from the whole dose curve; as a rule, active = well fitted curve in the direction sought with a large enough effect; inconclusive = small, poorly fitted or top-dose-only effect, or another doubt; inactive = no such curve, though single readings can be large; an effect the other way counts as inactive or inconclusive. Only part of the results is shown, so the mix of outcomes need not match the whole.

POLK inh | Tb PGK inh | POLH inh | Apoferritin bind | RXFP1 antag | POLI inh | BLM helicase inh | POLB inh | APEX1 inh | SMILES
? | / | / | 3% | / | / | 1% | / | -2%&4% | CC1(C)[C@@H](O[C@H]2O[C@H](C(=O)O)[C@@H](O)[C@H](O)[C@H]2O[C@@H]2O[C@H](C(=O)O)[C@@H](O)[C@H](O)[C@H]2O)CC[C@]2(C)[C@H]3C(=O)C=C4[C@@H]5C[C@@](C)(C(=O)O)CC[C@]5(C)CC[C@@]4(C)[C@]3(C)CC[C@@H]12
-8%[19.4 µM] | / | / | / | -5 | / | 1% | / | -1%&11% | COc1cc(C=O)ccc1O
-7%&3% | -2%&1% | 4%&-9% | ? | -9&-8 | 16%&22% | 0%&1% | 24%&-1% | 35% | Cc1nc2c3ccccc3nc(NNC(=O)CCC(=O)N3CCN(c4ccccc4F)CC3)n2n1
-21%[60.1 µM] | 11% | 0%[57.1 µM] | -7% | -4 | -3%[58.9 µM] | -4% | 8%[57.1 µM] | 3% | CC(C)NNC(=O)c1ccncc1
-8% | -16% | -12% | -2%&1% | -2&-7 | 14% | -3%&4% | 1% | -8%&4% | O=C(O)c1cc(=O)c2ccccc2o1
-4%[60.1 µM] | / | / | -5% | -16 | / | 1% | / | -1% | COc1ccc(-c2cc(C(F)F)nn2-c2ccc(S(N)(=O)=O)cc2)cc1F
-5% | i | -15% | -8%&-13% | -9 | 12% | 6%&7% | 2% | 3% | CCN(CCCCOC(=O)c1ccc(OC)c(OC)c1)C(C)Cc1ccc(OC)cc1 (stereo not drawn)
6%[60.1 µM] | / | / | -19% | / | / | -5% | / | ? | C[C@@H]1CC[C@]2(C(=O)O)CC[C@]3(C)C(=CCC4[C@@]5(C)C[C@@H](O)[C@H](O)[C@@](C)(CO)C5CC[C@]43C)C2[C@H]1C (stereo partly drawn)
10% | i | -9% | -7% | / | 22% | 0% | 3% | 18% | CCCCCCCCCCCCCCCC(O)C(N)CO (stereo not drawn)
-9% | 2% | -18% | -9% | -2 | 109%[activator] | -4% | 10% | 12% | O=C(c1ccccn1)N(Cc1cccs1)C1(C(=O)NC2CCCCC2)CCCCC1
-2% | -9% | -22% | ? | -40 | 21% | -7% | 2% | / | CCOC(=O)c1sc(NC(=O)c2c(-c3ccccc3)c(-c3ccccc3)nn(C)c2=O)nc1C
-22% | -8% | -11% | 1%[29.3 µM] | -7 | ? | -1%[21.4 µM] | / | -5% | CCc1cccc(CC)c1NC(=O)CN(CC(=O)O)CC(=O)O
8% | -2% | -16% | -9%&6% | -6&-9 | 24% | 34%&38%[activator] | 4% | 40%&-4% | O=C(NC1CCN(CCc2c[nH]c3ccccc23)CC1)c1ccccc1
-1% | -5% | -11% | / | -5&-5 | 63%[activator] | / | / | / | O=[N+]([O-])c1cncn1CCN1CCOCC1
10µM* | 28µM* | 2.2µM* | -20% | 0 | 2.2µM* | -14% | ? | 2.8µM* | O=C1NC(=S)S/C1=C\C=C\c1ccc([N+](=O)[O-])o1
7%[19.4 µM] | / | / | 3%&2% | -7 | / | -6%&-9% | 14% | 2%&0% | CCN(CC)CC1CCCCN1CC(=O)N1c2ccccc2C(=O)Nc2cccnc21 (stereo not drawn)
2%[60.1 µM] | 6%&-10% | -5% | -3% | -3 | 7% | 5% | 2% | -3% | N=c1nc(N2CCCCC2)cc(N)n1O
-5%[60.1 µM] | / | / | -11% | / | / | 4% | / | 7% | CC1CCC2(C(=O)O)CCC3(C)C(=CCC4C3(C)CCC3[C@@]4(C)CC(O)C(O)[C@@]3(C)CO)C2C1C (stereo partly drawn)
-1%[60.1 µM] | / | / | 13% | 13 | / | -2%&-2% | 6% | 8%&1% | CCCOc1ccc2nc(NC(=O)OC)[nH]c2c1
-9%[60.1 µM] | 0% | -5%[57.1 µM] | -3% | -5 | 2%[58.9 µM] | 5% | 22%[57.1 µM] | 22% | Cc1scc2c1N(C(=O)CN1CCN(C)CC1)c1ccccc1NC2=O
-16% | 2% | -11% | ? | -38 | -14% | -10% | 23% | -7% | CCCC(=O)O[C@]1(C(=O)CCl)[C@@H](C)C[C@H]2[C@@H]3CCC4=CC(=O)C=C[C@]4(C)[C@@]3(F)C(=O)C[C@@]21C
-2% | -8% | -12% | -4% | 2 | 35%[activator] | -3% | 0% | / | Cc1c(Cl)cccc1NC(=O)Cn1cc(C(=O)C2CCCCC2)c2ccccc21
-19% | 8% | -16% | ? | ? | -8% | -16% | -2% | / | Cc1ccc(C)c(Nc2nc3nonc3nc2Nc2cccc(C)c2C)c1
? | i | -9% | -11% | -13&-1 | 0% | 0% | 2% | 2% | COc1ccc(C(=O)c2ccccc2)c(O)c1
-4% | 2% | -24% | -10% | -9 | 156%[activator] | -1% | 14% | 12%[12.4 µM] | CCCC1(c2ccccc2)NC(=O)N(CC(=O)N(C)Cc2c(F)cccc2Cl)C1=O (stereo not drawn)

Two compounds drawn at random from the list so far, as already listed:
POLK inh | Tb PGK inh | POLH inh | Apoferritin bind | RXFP1 antag | POLI inh | BLM helicase inh | POLB inh | APEX1 inh | SMILES
7%[19.4 µM] | / | / | 3%&2% | -7 | / | -6%&-9% | 14% | 2%&0% | CCN(CC)CC1CCCCN1CC(=O)N1c2ccccc2C(=O)Nc2cccnc21 (stereo not drawn)
-1% | -5% | -11% | / | -5&-5 | 63%[activator] | / | / | / | O=[N+]([O-])c1cncn1CCN1CCOCC1

Some of these compounds in order of heavy-atom count, high to low:
POLK inh | Tb PGK inh | POLH inh | Apoferritin bind | RXFP1 antag | POLI inh | BLM helicase inh | POLB inh | APEX1 inh | SMILES
-4% | 2% | -24% | -10% | -9 | 156%[activator] | -1% | 14% | 12%[12.4 µM] | CCCC1(c2ccccc2)NC(=O)N(CC(=O)N(C)Cc2c(F)cccc2Cl)C1=O (stereo not drawn)
-2% | -8% | -12% | -4% | 2 | 35%[activator] | -3% | 0% | / | Cc1c(Cl)cccc1NC(=O)Cn1cc(C(=O)C2CCCCC2)c2ccccc21
-1%[60.1 µM] | / | / | 13% | 13 | / | -2%&-2% | 6% | 8%&1% | CCCOc1ccc2nc(NC(=O)OC)[nH]c2c1

Next results
POLK inh | Tb PGK inh | POLH inh | Apoferritin bind | RXFP1 antag | POLI inh | BLM helicase inh | POLB inh | APEX1 inh | SMILES
5%[19.4 µM] | / | / | -9% | -6 | / | -9% | / | 1% | Cc1ccccc1OCC(O)CO (stereo not drawn)
1% | -2% | -15% | / | -13 | 6% | / | / | / | CN(C)CC/C=C1/c2ccccc2COc2ccc(CC(=O)O)cc21
-9% | -1% | 1% | -12% | / | 10% | -18% | 14% | / | Cc1cccc(Cc2c(C)nc3c(-c4ccccc4)c(C)[nH]n3c2=O)c1
-7%&-7%[19.4 µM] | / | / | -12% | -15 | / | 0%&-5% | / | 6%&0% | CCN(CC)CCOc1ccc(Cc2ccccc2)cc1
-2% | -5%&-1% | -22%&-6% | -23% | -28 | 1%&-9% | -2% | / | -4%&16%&6% | CC(Cc1cccc(C(F)(F)F)c1)NCCOC(=O)c1ccccc1 (stereo not drawn)
-5%&-19% | 2%&-1% | 0%&-9% | -22%&-4% | -3 | 28%&14% | -4%&1% | 18%&-1% | 88%[activator] | CN(C)S(=O)(=O)n1cc(/C=C(\NC(=O)c2ccccc2)C(=O)NCCCn2ccnc2)c2ccccc21
-2%[19.4 µM] | / | / | -14% | -26 | / | -10%&-2% | / | -7% | CCCCCCCCCCCCOCCOCCOCCOCCOCCOCCOCCOCCOCCO
-1%[19.4 µM] | 8% | -17% | -6% | -13&-36 | 92%[activator] | 2%&-7% | -2% | 1% | O=C(O)Cc1cn(-c2ccccc2)nc1-c1ccc(Cl)cc1
? | i | ? | 0%[29.3 µM] | 8 | ? | -6%[21.4 µM] | / | 24% | CCCOc1ccc(C(=O)OCCN(CC)CC)cc1N
7% | i | -6% | 8% | -2&11 | 14% | 0%&-1%&4% | 26% | -6% | CN[C@@H]1[C@H](O)[C@H](NC)[C@H]2O[C@@]3(O)C(=O)C[C@@H](C)O[C@H]3O[C@@H]2[C@H]1O
/ | / | / | -17% | / | / | -2% | ? | ? | COc1ccc(-c2oc3c(CC=C(C)C)c(O[C@@H]4O[C@H](CO)[C@@H](O)[C@H](O)[C@H]4O)cc(O)c3c(=O)c2O[C@@H]2O[C@@H](C)[C@H](O)[C@@H](O)[C@H]2O)cc1
-5% | -10% | -16% | 4% | -19 | 36% | 0% | 5% | / | CCOc1ccc2nc(N3CCC(C(=O)Nc4ccccc4CC)CC3)sc2c1
-14% | -4% | -8% | -10% | -68* | -3% | -10% | 12% | 25% | CCC(C(=O)Nc1ccccc1N1CCCC1)c1ccccc1 (stereo not drawn)
-1% | 1% | 4% | -6% | -13 | 15% | 2% | 0% | -5% | CCCCN(CCCC)CCCOC(=O)c1ccc(N)cc1
-2%[60.1 µM] | / | / | -9% | 6 | / | -9% | / | 1% | CCCCC(CC)COC(=O)c1ccccc1O (stereo not drawn)

Already shown: an excerpt of the list.
POLK inh | Tb PGK inh | POLH inh | Apoferritin bind | RXFP1 antag | POLI inh | BLM helicase inh | POLB inh | APEX1 inh | SMILES
-5% | -10% | -16% | 4% | -19 | 36% | 0% | 5% | / | CCOc1ccc2nc(N3CCC(C(=O)Nc4ccccc4CC)CC3)sc2c1
-14% | -4% | -8% | -10% | -68* | -3% | -10% | 12% | 25% | CCC(C(=O)Nc1ccccc1N1CCCC1)c1ccccc1 (stereo not drawn)
-1% | 1% | 4% | -6% | -13 | 15% | 2% | 0% | -5% | CCCCN(CCCC)CCCOC(=O)c1ccc(N)cc1
-2%[60.1 µM] | / | / | -9% | 6 | / | -9% | / | 1% | CCCCC(CC)COC(=O)c1ccccc1O (stereo not drawn)
